Tn7 DDE FP: inhibitors of Tn7 peptide binding to fibrin DD(E), primary screen, biochemical, fluorescence polarization, human fibrin, Tn7 probe; actives 0.13% (n = 370,000); FP displacement of FITC-Tn7 peptide from fibrin DD(E); 0% = median of compound wells per plate; AID 720508, 2013; inhibition, % at 8.3 µM;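 active means inhibition above the mean of compounds falling within the control limits plus 3 SD of them, cut at about 14% in these data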;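 further: 0% = plate median of compound wells and 100% = 10 µM Aha-Tn7 peptide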
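Test system: human clot-derived fibrin DD(E) complex / Quantity: 2 µM final DD(E) protein / Incubation: 10 min plus 3 h, room temperature / Measured by: fluorescence polarization / Benchmarks: high control of 10 µM Aha-Tn7 peptide / Replicates: singlicate testing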
PLCg1 inh: PLC-gamma1 enzyme inhibitors, primary screen, biochemical, fluorescence, purified enzyme; inhibition, % at 12.2 µM; actives 0.84% (n = 370,000); fluorogenic substrate; in the data active means inhibition above about 9.5%
ARFGAP1 inh: inhibitors of rat ARFGAP1 GAP activity, primary screen, biochemical, fluorescence polarization, GDP tracer | inhibition, % at 16.5 µM | AID 651572, 2012 | actives 0.26% (n = 360,000) | ADP-ribosylation factor GTPase-activating protein 1 (Rattus norvegicus), Q62848 | Arfgap1-stimulated ARF1 GTP hydrolysis, GDP FP detection;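 active means inhibition above a per-plate limit, mean inhibition of low control wells plus 3 SD, cut at about 25% in these data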;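 further: 0% = DMSO wells with enzyme and 100% = wells lacking Arfgap1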
Target sequence (Q62848 1-136 limits assumed): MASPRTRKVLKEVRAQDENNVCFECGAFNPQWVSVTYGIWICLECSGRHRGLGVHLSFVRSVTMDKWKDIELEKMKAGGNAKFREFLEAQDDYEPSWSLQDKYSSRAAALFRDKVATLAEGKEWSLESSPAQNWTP
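Assay system: Rat Arfgap1 GAP domain (His6, aa 1-136), purified enzyme | Buffer or medium: HEPES 25 mM pH 7.5, NaCl 150 mM, MgCl2, DTT | Schedule: GTP hydrolysis reaction 2 h at 25 °C | Signal: FP of antibody-bound GDP Alexa 633 tracer, ex 620/em 688 nm | Measure: Percent inhibition of Arfgap1-stimulated GTP hydrolysis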
sPLA2-III inh: human group III sPLA2 inhibitors, primary screen, biochemical, QFRET, BODIPY PC-A2 liposome substrate. Group 3 secretory phospholipase A2 (Homo sapiens), Q9NZ20. QFRET BODIPY PC-A2 liposome hydrolysis, fluorescence. inhibition, % at 12.2 µM. actives 0.56% (n = 370,000);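 active means inhibition above mean plus 3 SD of compounds lying within the high and low control bounds, cut at about 19% in these data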;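 further: 0% = median of test compound wells and 100% = no enzyme DMSO wells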
Tn6 DDE FP: inhibitors of Tn6 peptide binding to fibrin DD(E), primary screen, biochemical, fluorescence polarization, human fibrin, Tn6 probe; Fibrinogen beta chain (Homo sapiens), P02675; Fibrin DD(E) TRITC-Tn6 fluorescence polarization displacement; inhibition, % at 8.3 µM; actives 0.21% (n = 370,000); AID 720509, 2013;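 active means inhibition above a per-campaign cutoff: mean of compounds within control limits plus 3 SD, cut at about 15% in these data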;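 further: 0% = median of all compound wells on the plate and 100% = blocking peptide control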
PLCb3 inh: human PLC-beta3 inhibitors, primary screen, biochemical, fluorescence | 1-phosphatidylinositol 4,5-bisphosphate phosphodiesterase beta-3 (Homo sapiens), Q01970 | Purified PLC-beta3, fluorogenic substrate | inhibition, % at 12.2 µM | actives 0.18% (n = 370,000) | AID 720704, 2013; in the data active means inhibition above about 11%;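 further: 0% = median of compound wells on plate and 100% = full blocker control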
UHRF1 binding: UHRF1 methylated DNA binding inhibitors, primary screen, counter-screen for MBD2 inhibitor project, biochemical, TR-FRET, human UHRF1, single concentration. UHRF1 binding to methylated oligo. E3 ubiquitin-protein ligase UHRF1 (Homo sapiens), Q96T88. actives 0.75% (n = 370,000). inhibition, % at 4.4 µM; in the data active means inhibition above about 21%;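 further: UHRF1 SRA domain binding a hemimethylated CpG hairpin DNA probe; 0% = median of test compound wells and 100% = reference inhibitor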
Target sequence (Q96T88 whole entry, looked up, the tested form may be a part): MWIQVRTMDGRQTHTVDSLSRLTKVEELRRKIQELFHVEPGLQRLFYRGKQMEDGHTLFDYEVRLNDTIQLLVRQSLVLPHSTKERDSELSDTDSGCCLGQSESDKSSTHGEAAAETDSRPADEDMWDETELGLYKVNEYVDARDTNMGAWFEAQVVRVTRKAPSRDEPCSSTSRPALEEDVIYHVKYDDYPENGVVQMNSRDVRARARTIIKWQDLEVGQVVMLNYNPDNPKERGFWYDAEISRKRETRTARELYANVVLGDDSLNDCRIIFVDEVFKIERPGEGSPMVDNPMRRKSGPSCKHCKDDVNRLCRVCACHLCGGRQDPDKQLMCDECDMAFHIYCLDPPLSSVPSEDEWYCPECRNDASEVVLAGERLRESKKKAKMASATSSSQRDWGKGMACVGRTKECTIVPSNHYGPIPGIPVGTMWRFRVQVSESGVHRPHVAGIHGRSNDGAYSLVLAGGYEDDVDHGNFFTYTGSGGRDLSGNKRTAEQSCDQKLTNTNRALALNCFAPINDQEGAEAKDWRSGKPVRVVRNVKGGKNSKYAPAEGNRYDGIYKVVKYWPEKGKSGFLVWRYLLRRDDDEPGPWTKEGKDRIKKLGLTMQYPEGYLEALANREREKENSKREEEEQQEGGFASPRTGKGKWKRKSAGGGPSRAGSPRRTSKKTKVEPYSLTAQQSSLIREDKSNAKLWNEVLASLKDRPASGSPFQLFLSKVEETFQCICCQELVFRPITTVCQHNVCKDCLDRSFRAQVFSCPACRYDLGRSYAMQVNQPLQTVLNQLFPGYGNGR
proKLK7 act: proKLK7 zymogen activators, primary screen, biochemical, fluorescence intensity | Kallikrein-7 (Homo sapiens), P49862 | purified proKLK7, EDANS-DABCYL substrate fluorescence; 100% is mature enzyme control, 0% vehicle | actives 0.9% (n = 370,000) | activation, % at 7 µM;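 active means activation above the mean of all tested compounds plus 3 SD, computed per campaign excluding outliers beyond control limits, cut at about 13% in these data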
ASAP1 GAP inh: inhibitors of human ASAP1 ArfGAP activity, primary screen, biochemical, fluorescence polarization; ASAP1-stimulated ARF1 GTP hydrolysis, GDP FP detection; actives 0.19% (n = 360,000); inhibition, % at 16.5 µM; Arf-GAP with SH3 domain, ANK repeat and PH domain-containing protein 1 (Homo sapiens), …; in the data active means inhibition above about 25%;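 further: 0% = vehicle with enzyme and substrate and 100% = no enzyme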
Rev-erbA mod: modulators of Rev-erb alpha DNA binding, primary screen, biochemical, FITC-DNA, fluorescence polarization, uHTS. Rev-erbα–FITC-DNA binding, 90 min. actives 0.79% (n = 370,000). Nuclear receptor subfamily 1 group D member 1 (Homo sapiens), P20393. AID 1259318, 2017. activity, % at 10 µM;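 active means activity above about 14%, limit read from the data; passing the limit was not always enough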;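 further: 0% = DMSO wells with 35 nM protein and 100% = DMSO wells with 750 nM protein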
Numbers without * were called inactive; i = inactive; · = not tested or not shown. Compounds were not picked by outcome (roughly 4.5% active in at least one column).

SMILES	Tn7 DDE FP	PLCg1 inh	ARFGAP1 inh	sPLA2-III inh	Tn6 DDE FP	PLCb3 inh	UHRF1 binding	proKLK7 act	ASAP1 GAP inh	Rev-erbA mod
CC1(C)Nc2ccccc2N(CCC(=O)N2CCOCC2)C1=O	1	-4	-8	4	0	1	3	-0.7	-1	-5
Cc1ccc(CCNC(=O)C2CCCN(c3ncnc4c3nc3n4CCCCC3)C2)cc1 (stereo not drawn)	-10	4	-2	-4	1	-5	0	0.1	6	-8
CCOC(=O)C1CCN(C(=O)COC(=O)/C=C/c2ccc([N+](=O)[O-])cc2)CC1	-3	3	13	0	-2	-5	8	0.1	9	0
COCCNC(=O)Cn1nc(-c2ccc(C)cc2)c2ccccc2c1=O	-3	1	4	-5	6	-4	-3	-1.2	7	-1
Cc1nn(C)c(C(=O)N/N=C/c2cccc(Oc3ccccc3)c2)c1Br	3	5	-6	-8	3	-2	3	0.3	5	0
COCc1cc(C)n(CC(=O)Nc2ccccc2C(=O)OC)c(=O)c1C#N	-1	-15	0	0	-4	-20	-3	0.6	1	0
CCN(CC)CCCN1CC(=O)N2[C@@H](Cc3c([nH]c4ccccc34)C2(C)C)C1=O	0	6	5	16	3	-5	2	-0.5	-9	1
CCC(C)(C)n1nnnc1C(c1cc(OC)ccc1OC)N1CCC(C(N)=O)CC1 (stereo not drawn)	2	2	-18	-3	-8	4	0	-0.2	-10	0
N#Cc1ccc(S(=O)(=O)NCC(=O)OCC(=O)N2CCCC2=O)cc1	-3	4	11	11	-4	-7	0	-0.5	4	4
Cc1ccc(-c2nnn(CC(=O)N(CCN3CCOCC3)C(C(=O)NC3CCCC3)c3ccncc3)n2)o1 (stereo not drawn)	0	2	8	-7	2	-6	0	0.5	-12	0
O=C(CC1Oc2ccccc2NC1=O)NCCCN1CCCC1=O (stereo not drawn)	-2	1	-10	0	-3	-1	0	0.3	-3	-2
O=C(NC1CC2CCCC(C1)N2S(=O)(=O)c1ccccc1)c1ccccc1 (stereo not drawn)	4	-1	4	2	-9	2	-2	-0.1	-1	-2
COc1ccc(/C=N/Nc2ncnc3scc(-c4ccccc4)c23)cc1OC	9	-4	2	0	2	-7	1	1.0	13	-1
CCn1c(SC)nnc1-c1nnc(SC)n1CC	-4	4	2	6	-5	3	2	-0.1	6	-3
COc1cc(NC2c3ccccc3C(=O)N2c2ccc(C)cn2)cc(OC)c1OC (stereo not drawn)	-6	-4	0	-3	-3	-1	-4	0.4	-14	-1
CC[C@H]1c2[nH]c3ccccc3c2C[C@@H]2C(=O)N(c3ccc(F)cc3)C(=O)N21	7	-1	-1	-28	2	3	-1	-1.2	-10	-8
O=C(O)c1ccc(CS(=O)(=O)c2c(Cl)cccc2Cl)o1	-2	2	11	4	-3	-3	0	-0.1	0	0
Cc1c(C)c2ccc(OC(C)C(=O)NC3CC(C)(C)NC(C)(C)C3)cc2oc1=O (stereo not drawn)	-2	-44	-6	0	-9	-77	-2	3.2	2	1
Cc1ccccc1NC(=O)O[C@H]1CC[C@@]23CCCN2C(=O)CCC[C@H]3[C@H]1C	-1	-3	·	4	3	-2	0	·	·	1
Clc1ccc(-c2nnnn2-c2ccc(Cl)c(Cl)c2)cc1Cl	-2	8	-15	2	0	6	1	-0.4	-6	4

Reprinted at random: 3 entries already listed, in no set order.
SMILES	Tn7 DDE FP	PLCg1 inh	ARFGAP1 inh	sPLA2-III inh	Tn6 DDE FP	PLCb3 inh	UHRF1 binding	proKLK7 act	ASAP1 GAP inh	Rev-erbA mod
CC1(C)Nc2ccccc2N(CCC(=O)N2CCOCC2)C1=O	1	-4	-8	4	0	1	3	-0.7	-1	-5
Cc1c(C)c2ccc(OC(C)C(=O)NC3CC(C)(C)NC(C)(C)C3)cc2oc1=O (stereo not drawn)	-2	-44	-6	0	-9	-77	-2	3.2	2	1
CCC(C)(C)n1nnnc1C(c1cc(OC)ccc1OC)N1CCC(C(N)=O)CC1 (stereo not drawn)	2	2	-18	-3	-8	4	0	-0.2	-10	0

(listing goes on)
SMILES	Tn7 DDE FP	PLCg1 inh	ARFGAP1 inh	sPLA2-III inh	Tn6 DDE FP	PLCb3 inh	UHRF1 binding	proKLK7 act	ASAP1 GAP inh	Rev-erbA mod
CCc1c(C)c2ccc(OCC(=O)OC(C)C)c(C)c2oc1=O	-1	-2	10	-6	3	0	2	1.0	3	3
CC12CCC(/C(=C/NNc3ccc([N+](=O)[O-])cc3[N+](=O)[O-])C1=O)C2(C)C (stereo not drawn)	-8	0	0	-8	-11	2	0	-0.1	-1	8
N#Cc1c(N)oc(-c2cccs2)c1-c1cccs1	-5	-26	-11	3	1	-29	2	-0.6	2	24*
CN(CC#Cc1ccccc1)C(N)=NC(=O)/C=C/c1cccc(C(F)(F)F)c1	4	-3	·	-2	1	-6	0	-0.2	·	-2
CSc1ccc(/C=N/NC(=O)C[n+]2ccccc2)cc1	1	1	-5	6	-4	-3	0	0.1	-8	12
Cc1ccc(S(=O)(=O)N(C)C)cc1NC(=O)c1cccnc1Oc1ccccc1	5	-2	-5	9	3	-6	1	0.4	0	8
O=C(Cn1ncc2c3ccccc3n(Cc3ccccc3)c2c1=O)NCCCN1CCOCC1	-1	-1	-3	-1	2	-8	0	0.2	-12	-4
COc1ccc([C@H]2C[C@H](n3cc(C4CC4)nn3)[C@@H](O)CN2C(=O)C2CCCCC2)cc1	-5	1	11	3	3	1	0	0.6	-11	-3
COc1cc(CC(=O)OCC(=O)Nc2cc([N+](=O)[O-])ccc2Cl)cc(OC)c1OC	2	-1	11	1	-8	-4	5	-0.4	0	-3
CC(C)CNC(=O)C1(C)CCCN1Cc1ccc(S(C)(=O)=O)cc1 (stereo not drawn)	1	-2	-7	15	-3	-4	3	-1.2	-8	-5
Cc1cn([C@H]2C[C@H](O)[C@@H](CNC(=O)[C@H](N)Cc3cn(COCc4ccccc4)cn3)O2)c(=O)[nH]c1=O	6	1	-14	2	-4	1	-5	0.8	1	1
CCOC(=O)[C@H]1[C@H]2COc3ccc(C)cc3[C@@H]2N2C(=O)CN(Cc3ccc(OC)cc3)C(=O)[C@@]12C	3	1	-6	-12	-1	-7	3	0.5	0	6
COC(=O)c1cc(NS(=O)(=O)c2ccc(F)cc2)ccc1N1CCOCC1	8	-6	2	5	-2	-13	3	-1.3	-4	3
CC(=O)Nc1nnc(-c2ccc(Cl)s2)o1	1	-2	-9	-3	-2	-3	-4	-1.9	2	-2
CC(C)c1cc(NCCN2CCOCC2)n2c(nc3ccccc32)c1C#N	1	-10	9	3	2	-25	-1	0.2	-4	1
Cc1cc(=O)c2ccccc2n1CC(=O)NCc1ccccc1	3	1	-9	-6	-1	2	-4	0.1	7	3
COc1ccc(/C=N/NC(=O)c2c(-c3ccccc3)noc2C)cc1	10	-1	-4	-7	7	1	-4	0.0	1	-8
O=C(NC1CCCCC1)C(c1ccccc1)N(C(=O)c1csnn1)C1CCCC1 (stereo not drawn)	2	2	3	-2	4	-4	-2	0.0	-10	1
COCc1cc(C)nc2sc(C(=O)Nc3ccccc3OC)c(N)c12	4	i	6	2	0	i	-4	1.0	-4	5
CCOP(=O)(OCC)C(NC(=O)c1ccc(OC)cc1)c1ccccc1 (stereo not drawn)	-1	1	1	2	-11	-6	-1	-0.3	-7	-10
CN(C)S(=O)(=O)c1ccc(C(=O)Nc2ccc(S(=O)(=O)NC3=NCCCCC3)cc2)cc1	3	-3	6	-14	6	-1	0	-0.1	3	2
Cc1ccccc1[C@@H](NC(=O)OC(C)(C)C)C(=O)OC(C)(C)C	0	0	5	10	-7	3	-3	0.2	5	-5
Cc1cc(N2CCOCC2)ccc1/C=C1\NC(=O)N(Cc2ccccc2F)C1=O	4	-19	12	2	-1	-32	5	0.2	-7	14
O=C(Nc1ccsc1C(=O)NC1CCCCC1)c1ccc(F)cc1	9	7	-4	5	3	6	0	0.7	-10	20
COc1ccc(CC(=O)OCC(=O)NCc2ccc(Cl)cc2)cc1	5	0	3	1	0	-3	3	0.1	-2	-1
CN(C)c1ccc(NC(=O)CCN2C(=O)c3cccc([N+](=O)[O-])c3C2=O)cc1	-3	-12	-4	6	-9	-5	-3	0.0	0	-4
OCC1OC(n2ccc3c2ncn2ncnc32)C(O)C1O (stereo not drawn)	-9	0	-4	8	0	4	0	-0.3	7	5
CCOC(=O)c1csc(N/N=C2\CCc3ccccc32)n1	-6	-4	1	-2	4	-11	1	-0.7	9	5
CCCCOc1ccc(C(=O)NCC(=O)NCCOc2ccc(C)cc2)cc1	3	0	-6	13	1	-12	4	0.4	-8	-5
Cc1cccc(NC(=O)Nc2cnccn2)c1	3	4	17	-1	0	-1	-1	0.2	9	1
CN(C)/C=C(\C#N)C(=O)N/N=C/c1ccc(Cl)cc1	6	4	-1	3	-5	0	1	-0.4	5	1
Cc1ccc(S(=O)(=O)Cn2nnnc2CN2CCOCC2)cc1	5	1	5	-5	-4	0	-2	-0.2	8	3
CCN1C(=O)CSC1=NC1C2CC3CC(C2)CC1C3 (stereo not drawn)	0	2	3	5	0	3	1	-0.1	-8	42*
CCNC(=O)C1(C)CCCN(C(=O)/C=C/c2ccccc2)C1 (stereo not drawn)	0	1	-9	3	1	1	0	-0.3	-5	0
Cc1cc(C)n2ncc(C(=O)NCc3cccnc3)c2n1	9	-117	5	0	8	-137	4	4.9	12	-2
CCOc1ccc(NC(=O)C/C(C)=N/NC(=O)c2cnccn2)cc1	-4	0	-13	-11	7	-6	-1	0.3	-4	-1
O=C(O)CN1C(=O)NC2(CCCc3ccccc32)C1=O (stereo not drawn)	-4	0	2	9	-7	-8	3	-0.3	-8	-3
O=C(CSc1nnc(-c2ccc(S(=O)(=O)N3CCOCC3)cc2)o1)c1ccccc1F	4	1	12	-1	-9	3	2	0.1	0	21*
Cc1ccc(S(=O)(=O)n2ccc3c2CCCC3=O)cc1	7	-2	-4	-2	0	-2	-3	-0.6	7	3

Bioassay records (PubChem BioAssay)
